Screening data as filed in PubChem.
Htt clearance – clearance of mutant huntingtin inclusions, primary screen, imaging, HeLa Exon1htt(103Q)mCFP, confocal imaging; aggregate imaging; zero = plate's median compound well; AID 853, 2007; inhibition, % at 1.5 µM; 0.42% of 47,000 active;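 active means inhibition of aggregate fluorescence above about 70%, also judged a hit by eye on the cell image, limit read from the data, passing the limit was not always enough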;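 further: cells exposed to compound for three days before fixation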
Htt clearance grain fraction – second read-out of Htt clearance, no call of its own (marks repeat the call); fraction fluorescence in grains; measured here: aggregate grain fluorescence fraction; stronger effect = lower value;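 scaled fraction of total cell fluorescence in grains with unit not stated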
The depositor's hits bear a star. Not all compounds are listed; rates above refer to the full screens.

SMILES | Htt clearance | Htt clearance grain fraction
O=C(NCCc1c[nH]c2ccccc12)c1cccnc1 | 27.8 | 12.8
CC(=O)NC(Cc1ccccc1)C(=O)O (stereo not given) | -4.0 | 19.9
CN1CCN(CCC(=O)N2c3ccccc3Sc3ccc(C(F)(F)F)cc32)CC1 | 27.7 | 22.9

3 structures out of the list, arranged by length of the SMILES, highest first.
SMILES | Htt clearance | Htt clearance grain fraction
CN1CCN(CCC(=O)N2c3ccccc3Sc3ccc(C(F)(F)F)cc32)CC1 | 27.7 | 22.9
O=C(NCCc1c[nH]c2ccccc12)c1cccnc1 | 27.8 | 12.8
CC(=O)NC(Cc1ccccc1)C(=O)O (stereo not given) | -4.0 | 19.9
